# Compound activity as filed in PubChem.
# DDE Tn7 FP inh – inhibitors of Tn7 peptide binding to fibrin DD(E), primary screen, biochemical, fluorescence polarization, human fibrin, Tn7 probe; Fibrinogen beta chain (Homo sapiens), P02675; FP displacement of FITC-Tn7 peptide from fibrin DD(E); 0% = median of compound wells per plate; inhibition, % at 8.3 µM; 370,000 compounds, 0.13% hits; AID 720508, 2013;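 active = inhibition above the mean of compounds falling within the control limits plus 3 SD of them, cut at about 14% in these data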;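 also: 0% = plate median of compound wells and 100% = 10 µM Aha-Tn7 peptide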
#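 Test system – human fibrin DD(E) · Times – 10 min preincubation, 3 h with tracer, room temperature · Detection – fluorescence polarization of the labelled Tn7 tracer · Measure – percent inhibition normalized to high-control wells · Benchmarks – high control wells with 10 µM unlabelled Aha-Tn7 peptide (full inhibition) · Repeats – singlicate testing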
# ARFGAP1 inhibitor – inhibitors of rat ARFGAP1 GAP activity, primary screen, biochemical, fluorescence polarization, GDP tracer; ADP-ribosylation factor GTPase-activating protein 1 (Rattus norvegicus), Q62848; Arfgap1-stimulated ARF1 GTP hydrolysis, GDP FP detection; inhibition, % at 16.5 µM; 360,000 compounds, 0.26% hits;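 active = inhibition above a per-plate limit, mean inhibition of low control wells plus 3 SD, cut at about 25% in these data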;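 also: 0% = DMSO wells with enzyme and 100% = wells lacking Arfgap1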
# Target sequence (Q62848 1-136 limits assumed): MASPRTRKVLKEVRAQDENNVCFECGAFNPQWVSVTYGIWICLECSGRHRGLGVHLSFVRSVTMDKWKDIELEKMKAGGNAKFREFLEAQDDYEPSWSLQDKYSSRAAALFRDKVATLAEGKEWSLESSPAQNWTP
#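 Material: truncated rat Arfgap1 GAP domain; Incubation: compound-enzyme preincubation 20 min, reaction 120 min, detection 60 min, 25 °C; Read-out: percent inhibition of Arfgap1-stimulated GTP hydrolysis; Technique: FP, GDP Alexa 633 tracer displaced from anti-GDP antibody, 620/688 nm; Controls: No-Arfgap1 wells (100%) versus DMSO full-reaction wells (0%); Replication: single well per compound.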
# ADAM17 inh – ADAM17 inhibitors, primary screen, biochemical, QFRET. Disintegrin and metalloproteinase domain-containing protein 17 (Homo sapiens), P78536. recombinant ADAM17, EDANS/DABCYL FRET peptide cleavage. inhibition, % at 6.95 µM. 370,000 compounds, 0.83% hits;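 active = inhibition above the mean of compounds lying between control limits plus 3 SD, set per campaign, cut at about 8.5% in these data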;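 also: 0% = DMSO-only wells as the low control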
# proKLK7 act – proKLK7 zymogen activators, primary screen, biochemical, fluorescence intensity | AID 652039, 2013 | 370,000 compounds, 0.9% hits | purified proKLK7, EDANS-DABCYL substrate fluorescence; 100% is mature enzyme control, 0% vehicle | activation, % at 7 µM;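 active = activation above the mean of all tested compounds plus 3 SD, computed per campaign excluding outliers beyond control limits, cut at about 13% in these data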
# PLC-beta3 inh – human PLC-beta3 inhibitors, primary screen, biochemical, fluorescence; inhibition, % at 12.2 µM; Purified PLC-beta3, fluorogenic substrate; 1-phosphatidylinositol 4,5-bisphosphate phosphodiesterase beta-3 (Homo sapiens), Q01970; 370,000 compounds, 0.18% hits; in the data active = inhibition above about 11%;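 also: 0% = median of compound wells on plate and 100% = full blocker control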
# MBD2 inh – inhibitors of MBD2 binding to methylated DNA, primary screen, biochemical, TR-FRET, DNA-binding domain, human. 370,000 compounds, 0.31% hits. MBD2 binding to methylated oligonucleotide. inhibition, % at 4.4 µM. AID 686964, 2013. Methyl-CpG-binding domain protein 2 (Homo sapiens), Q9UBB5; in the data active = inhibition above about 13%
# UHRF1 binding – UHRF1 methylated DNA binding inhibitors, primary screen, counter-screen for MBD2 inhibitor project, biochemical, TR-FRET, human UHRF1, single concentration | inhibition, % at 4.4 µM | E3 ubiquitin-protein ligase UHRF1 (Homo sapiens), Q96T88 | UHRF1 binding to methylated oligo | 370,000 compounds, 0.75% hits | AID 687016, 2013; in the data active = inhibition above about 21%;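 also: UHRF1 SRA domain binding a hemimethylated CpG hairpin DNA probe; 0% = median of test compound wells and 100% = reference inhibitor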
# Target sequence (Q96T88 whole entry, looked up, the tested form may be a part): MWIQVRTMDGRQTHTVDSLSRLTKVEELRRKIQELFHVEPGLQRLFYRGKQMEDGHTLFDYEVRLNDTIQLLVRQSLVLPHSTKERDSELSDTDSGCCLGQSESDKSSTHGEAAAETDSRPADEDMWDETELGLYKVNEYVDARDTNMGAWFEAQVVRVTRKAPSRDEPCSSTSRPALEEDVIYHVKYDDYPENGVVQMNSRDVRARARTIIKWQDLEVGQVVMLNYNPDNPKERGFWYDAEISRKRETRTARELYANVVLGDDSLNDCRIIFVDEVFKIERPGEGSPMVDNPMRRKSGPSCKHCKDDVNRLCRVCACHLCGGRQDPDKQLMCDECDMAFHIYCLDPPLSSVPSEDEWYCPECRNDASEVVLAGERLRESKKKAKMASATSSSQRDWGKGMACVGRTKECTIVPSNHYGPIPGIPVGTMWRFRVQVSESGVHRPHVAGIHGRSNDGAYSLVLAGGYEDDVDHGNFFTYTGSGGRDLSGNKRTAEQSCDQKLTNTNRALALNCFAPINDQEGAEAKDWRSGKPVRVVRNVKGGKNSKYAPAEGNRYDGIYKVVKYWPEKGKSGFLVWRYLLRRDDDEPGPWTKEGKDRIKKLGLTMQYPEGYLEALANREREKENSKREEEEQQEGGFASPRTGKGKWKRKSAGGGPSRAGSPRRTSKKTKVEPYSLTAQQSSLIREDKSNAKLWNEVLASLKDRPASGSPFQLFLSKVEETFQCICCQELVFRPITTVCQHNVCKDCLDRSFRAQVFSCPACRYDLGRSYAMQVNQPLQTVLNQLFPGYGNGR
# PLCg1 inh – PLC-gamma1 enzyme inhibitors, primary screen, biochemical, fluorescence, purified enzyme. 1-phosphatidylinositol 4,5-bisphosphate phosphodiesterase gamma-1 (Homo sapiens), P19174. fluorogenic substrate. inhibition, % at 12.2 µM. 370,000 compounds, 0.84% hits. AID 720700, 2013; in the data active = inhibition above about 9.5%
# Tn6 DDE FP – inhibitors of Tn6 peptide binding to fibrin DD(E), primary screen, biochemical, fluorescence polarization, human fibrin, Tn6 probe; Fibrinogen beta chain (Homo sapiens), P02675; Fibrin DD(E) TRITC-Tn6 fluorescence polarization displacement; inhibition, % at 8.3 µM; 370,000 compounds, 0.21% hits;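 active = inhibition above a per-campaign cutoff: mean of compounds within control limits plus 3 SD, cut at about 15% in these data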;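 also: 0% = median of all compound wells on the plate and 100% = blocking peptide control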
# ASAP1 GAP inh – inhibitors of human ASAP1 ArfGAP activity, primary screen, biochemical, fluorescence polarization | ASAP1-stimulated ARF1 GTP hydrolysis, GDP FP detection | Arf-GAP with SH3 domain, ANK repeat and PH domain-containing protein 1 (Homo sapiens), … | 360,000 compounds, 0.19% hits | AID 624377, 2012 | inhibition, % at 16.5 µM; in the data active = inhibition above about 25%;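 also: 0% = vehicle with enzyme and substrate and 100% = no enzyme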
# * hit, by the source's call.
SMILES,DDE Tn7 FP inh,ARFGAP1 inhibitor,ADAM17 inh,proKLK7 act,PLC-beta3 inh,MBD2 inh,UHRF1 binding,PLCg1 inh,Tn6 DDE FP,ASAP1 GAP inh
COCCNC(=O)c1ccc2c3n(nc2c1)-c1ccccc1CO3,5,-8,-52,4.3,-85,-4,-6,-80,11,4
O=C(N/N=C1\CCc2ccccc21)c1ccc(O)cc1,-5,-10,-6,-0.1,-6,5,-3,2,2,3
O=C(NCc1ccccn1)c1cccc(S(=O)(=O)NCc2ccccc2)c1,5,1,-5,0.2,-7,1,-1,-5,-8,0
COc1ccc(C(=O)c2cc(OC)c(OC)c(OC)c2)cc1OC,3,-2,-2,0.4,-15,-2,3,3,-2,-9
Cc1ccc2c(c1)N(C(=O)CCC(=O)NCc1ccccn1)CC(C)O2 (configuration not stated),-1,-12,-2,-0.6,-1,1,0,1,-7,3
CCN(CC)S(=O)(=O)c1cc(OCC(N)=O)c(C)cc1Cl,2,9,-1,-0.2,2,0,-1,1,7,0
Cc1cc(C)nc(NS(=O)(=O)c2ccc(NC(=O)C(C)C)cc2)n1,-4,2,1,0.1,1,2,2,5,2,6
CCN1CCc2c(sc(NC(=O)C3COc4ccccc4O3)c2C(N)=O)C1 (configuration not stated),1,7,-7,1.8,-16,1,-1,-7,-8,-22
CCOC(=O)N1CCc2c(sc3c2c(=O)n(Cc2ccccc2)c(=O)n3Cc2ccc(C)cc2)C1,4,5,-5,0.4,-2,5,-1,1,0,-9
COC(=O)[C@H]1[C@H]2C[C@@H]3c4[nH]c5cc(OC)ccc5c4CCN3C[C@H]2C[C@@H](OC(=O)c2cc(OC)c(OC)c(OC)c2)[C@@H]1OC,0,28*,-8,0.5,-83,-4,-3,-57,1,6
CCCCCOC(=O)CSc1nnc(-c2cc(OC)c(OC)c(OC)c2)o1,1,-5,-2,0.1,-2,1,-2,-1,5,-12
O=C(CCC(=O)c1cccs1)NCc1ccccc1Cl,-8,12,3,-0.4,-2,-6,1,-3,-1,-10
COc1cccc(C2/C(=C(\O)c3ccc4c(c3)OCCO4)C(=O)C(=O)N2CCCn2ccnc2)c1 (configuration not stated),1,5,-1,1.0,-8,-3,-6,1,-8,8
CCOC(=O)Nc1nnc(-c2ccc(OC)cc2)s1,-3,-2,-39,-5.3,-4,-3,-4,-5,-12,-3
O=C(CN1CCN(Cc2ccccc2)CC1)Nc1cccc(S(=O)(=O)N2CCCCCC2)c1,4,1,8.9*,0.1,4,-4,1,3,-5,-4
O=C(OCN1C(=O)c2ccccc2C1=O)c1cccnc1SC(F)F,2,-2,-4,-0.6,-7,2,2,0,5,3
COc1ccc(C(=O)CSc2n[nH]c(-c3ccco3)n2)cc1,0,-4,-6,-0.1,-9,8,4,-5,-6,-3
Cc1ccc(S(=O)(=O)N(C)C[C@@H]2OCc3cn(nn3)CCCC(=O)N([C@H](C)CO)C[C@H]2C)cc1,4,-8,-6,0.3,-3,-6,0,1,2,-1
O=C(CCSCc1ccc(Cl)cc1)NCc1cccnc1,-8,-11,-2,0.5,-6,3,-2,1,-1,-8
Cc1cccc(N(CC(O)CN2CCCC2)S(=O)(=O)c2ccccc2)c1 (configuration not stated),-5,-5,-2,-0.3,-5,4,0,2,-2,-2
CN1CCN(C(c2cccc(Cl)c2)c2ccccc2Cl)CC1 (configuration not stated),1,0,-1,0.3,-2,4,5,1,0,4
O=C(Cn1cc([N+](=O)[O-])nc1[N+](=O)[O-])N1CCN(c2ccccc2)CC1,2,5,-1,0.1,3,1,2,-2,5,-4
Cc1n[nH]c(=O)nc1NCCN(C)C,-2,-2,-3,0.5,1,-5,1,-3,-2,-3
C=CC[C@@H](CC(=O)N[C@H](CO)Cc1ccccc1)C(=O)NCCOC(=O)[C@@H](CC=C)Cc1ccc(F)cc1,3,5,-3,-0.4,1,0,-1,2,-2,-4
O=C(O)c1ccc(CSc2nnc(-c3ccc(Cl)cc3)o2)cc1,-4,3,-1,-0.3,-2,-1,0,-2,-5,8
Cc1ncc(CSc2nccc(=O)[nH]2)c(CO)c1O,-2,6,-16,-0.2,-8,0,1,-4,8,3
Cc1ccc(C(=O)OC(C(=O)O)C(OC(=O)c2ccc(C)cc2)C(=O)O)cc1 (configuration not stated),-5,11,-2,0.8,-8,-1,0,-6,-3,6
CN(Cc1ccccc1)C(=O)C(=O)c1c[nH]c2ccccc12,7,-4,0,-0.1,1,2,0,0,0,7
CCOC(=O)c1sc(NC(=O)c2cc(-c3ccccc3C)nc3ccccc23)c(C#N)c1C,2,-5,-3,-0.1,-6,0,0,-2,-11,-3
CN(C(=O)c1ccc(NC(=O)Cc2ccc(NC(=O)C3CCCN(C(=O)CCc4ccccc4)C3)cc2)cc1)C1CC1 (configuration not stated),-1,-4,-3,0.4,0,-4,1,-1,8,22
COCCCN1CCc2[nH]c(=S)[nH]c(=O)c2C1,-5,2,-7,-0.1,-1,1,-1,-4,-2,20
O=C(OCC(=O)c1ccc[nH]1)c1ccc([N+](=O)[O-])cc1,0,-2,-3,0.4,-8,-1,18,1,2,-4
CC1(C)CC2CC(C)(CN2S(=O)(=O)c2ccc(C(=O)Nc3ccc(S(=O)(=O)N4CCOCC4)cc3)cc2)C1 (configuration not stated),-13,2,8,-1.4,2,-2,-2,1,-10,1
COc1cccc(/C=C2/Sc3ccc(C(=O)NCCN4CCCCCC4)cc3NC2=O)c1,-3,29*,-3,-2.1,-112,-2,-7,-76,-9,31*
O=S(=O)(c1ccc2nc(COc3ccc(Cl)cc3Cl)[nH]c2c1)N1CCOCC1,-1,2,3,0.3,2,-3,0,2,-6,12
COc1ccc(C(=O)c2[nH]c(N)c(C(=O)NCCc3c[nH]c4ccccc34)c2-c2ccccc2C(F)(F)F)cc1,4,4,0,-3.0,-19,1,2,-17,0,9
CCCC(=O)Nc1ccc(Cl)c(NC(=O)c2cccnc2)c1,-2,-1,-3,-0.1,4,-4,0,-1,1,0
CC(=O)NC(Cc1ccccc1)C(C)=O (configuration not stated),4,-7,0,-0.1,-5,-5,-2,-2,7,5
Cc1ccc(S(=O)(=O)c2c(COC(=O)c3ccc(Cl)cc3)c(-c3ccccc3)nn2C)cc1,1,3,-2,0.1,-1,-1,0,2,1,-6
Cc1cccc(-n2nnc(C(=O)NCc3ccco3)c2N)c1,-1,8,-2,0.0,1,2,3,4,-2,3
O=C(CSc1nc2ccccc2[nH]1)NCCc1ccc(Cl)cc1,-8,-2,7,0.4,6,-2,2,11*,-8,-2
COc1ccc(CC(=O)NC2CCN(CC(=O)N3CCCc4ccccc43)CC2)cc1OC,2,-5,-3,-0.6,1,-3,2,-7,-3,-10
CCOCCCNS(=O)(=O)Cc1ccccc1,2,5,-6,-0.3,0,3,2,-2,-1,-2
CN(C)c1nc(Oc2ccc(=O)[nH]n2)nc(N2CCOCC2)n1,-1,2,-1,0.2,-2,-3,0,1,7,4
CC(NC(=O)CN(c1cccc(C(F)(F)F)c1)S(=O)(=O)c1ccc(Cl)c([N+](=O)[O-])c1)c1ccccc1 (configuration not stated),-5,5,8,0.0,7,-1,-4,8,-5,2
Cc1cc2nc(-c3cccc(Cl)c3)c(Cc3cccc(Cl)c3)n2c(C)c1Br,3,1,1,-0.5,-16,4,19,-11,2,1
CCc1ccc(OCC(=O)NCCc2ccc3c(c2)OCCO3)cc1,1,-7,-6,-0.1,-8,3,0,-2,1,-8
O=C1C=C(NNC(=O)c2ccncc2)CC(c2ccccc2)C1 (configuration not stated),29*,8,-2,-3.0,-140,-2,-2,-97,5,-6
CCc1ccc(OCC(=O)N2CCN(c3ccccc3F)CC2)cc1,3,0,-4,-0.4,-10,8,7,0,-4,0
COc1cccc(NC(=O)c2ccc3c(c2)OCO3)c1,2,12,-1,0.2,-7,4,-4,-3,-1,2
Cc1onc(-c2ccccc2)c1C(=O)N1CCN(C/C=C/c2ccccc2)CC1,3,-4,-1,-0.3,3,4,-3,0,10,14
CC1CN(C(=O)c2cccc(S(=O)(=O)N3CCN(c4ccc(F)cc4)CC3)c2)CC(C)O1 (configuration not stated),-5,-10,-2,0.3,-8,0,0,5,0,-4
CCOC(=O)N1CCN(C(=O)CCNS(=O)(=O)c2ccc3c(c2)c(=O)n(C)c(=O)n3C)CC1,-1,-11,1,0.2,2,2,-3,2,5,-3
CC(=O)Nc1ccc(S(=O)(=O)Nc2nnc(C(C)(C)C)s2)cc1,-4,6,-3,0.0,2,-3,4,4,-4,6
Cc1c(C(=O)CN2CCOCC2)[nH]c2ccccc12,-4,0,-9,0.1,-19,-2,-5,-17,-9,7
COC(=O)c1sc2ncccc2c1OCc1ccc(Cl)cc1,6,13,-6,-1.4,-3,8,2,1,-2,11
O=C(Cn1nc(C(F)(F)F)cc1C1CC1)Nc1ccccc1F,0,-4,0,-0.4,-7,-2,4,-1,-1,6
O=C(COC(=O)Cc1ccsc1)Nc1ccc(F)cc1Cl,-1,-5,-2,-0.6,-2,2,-3,2,3,-9
CCOC(=O)C1CCCN(C(=O)C2CCN(S(=O)(=O)c3ccc4ccccc4c3)CC2)C1 (configuration not stated),-2,2,-1,0.8,-4,-1,-3,0,-4,2

# Single records (already shown):
# `Cc1ccc(C(=O)OC(C(=O)O)C(OC(=O)c2ccc(C)cc2)C(=O)O)cc1` (configuration not stated) as listed: DDE Tn7 FP inh: -5; ARFGAP1 inhibitor: 11; ADAM17 inh: -2; proKLK7 act: 0.8; PLC-beta3 inh: -8; MBD2 inh: -1; UHRF1 binding: 0; PLCg1 inh: -6; Tn6 DDE FP: -3; ASAP1 GAP inh: 6
# `CN(C(=O)c1ccc(NC(=O)Cc2ccc(NC(=O)C3CCCN(C(=O)CCc4ccccc4)C3)cc2)cc1)C1CC1` (configuration not stated) as listed: DDE Tn7 FP inh: -1; ARFGAP1 inhibitor: -4; ADAM17 inh: -3; proKLK7 act: 0.4; PLC-beta3 inh: 0; MBD2 inh: -4; UHRF1 binding: 1; PLCg1 inh: -1; Tn6 DDE FP: 8; ASAP1 GAP inh: 22
